Screens from PubChem BioAssay.
HRas wt GTP: modulators of GTP binding to human HRas wildtype; P01112; GST-Ras wt beads, Bodipy-FL-GTP binding, flow cytometry; actives lie on both sides; GTP binding activity, % at 10 µM; 190,000 tested, 0.14% active;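 active means GTP binding activity at least 20% away from the 100% baseline, either lowered as inhibitor or raised as activator; inconclusive means flagged as likely green fluorescent, judged across all proteins in the well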;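 further: 0% = unlabeled GTP competition control and 100% = no-compound control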
Target sequence (P01112 whole entry, looked up): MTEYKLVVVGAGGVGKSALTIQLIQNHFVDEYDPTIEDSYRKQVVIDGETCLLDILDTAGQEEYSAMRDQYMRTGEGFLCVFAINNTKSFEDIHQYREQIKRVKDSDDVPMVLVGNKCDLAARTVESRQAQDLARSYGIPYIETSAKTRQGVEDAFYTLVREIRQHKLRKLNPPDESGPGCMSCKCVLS
ABCB1 inh: blocks JC-1 efflux by human ABCB1 transporter; P08183; CCRF-Adr cells, flow cytometry; inhibition, % at 6.6 µM; 190,000 tested, 0.067% active; in the data active means inhibition above about 40%;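 further: 0% = vehicle and 100% = reference inhibitor; higher value means more JC-1 retained so stronger ABCB1 efflux block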
Cdc42 wt GTP: human Cdc42 wildtype GTP binding change, either direction; AID 761; GST-Cdc42 beads, Bodipy-GTP binding, flow cytometry; actives lie on both sides; P60953; percent activity (GTP binding), % at 10 µM; 190,000 tested, 0.2% active;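 active means percent activity GTP binding at least 20 points away from the 100% baseline, either down as inhibitor or up as activator; inconclusive means compound flagged as likely green fluorescent from well-wide comparison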;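 further: median bead fluorescence of bound Bodipy-FL-GTP at 100 nM; 0% = excess unlabeled GTP control and 100% = no compound control; below 100% means less GTP binding so inhibitor and above means activator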
Target sequence (P60953 whole entry, looked up): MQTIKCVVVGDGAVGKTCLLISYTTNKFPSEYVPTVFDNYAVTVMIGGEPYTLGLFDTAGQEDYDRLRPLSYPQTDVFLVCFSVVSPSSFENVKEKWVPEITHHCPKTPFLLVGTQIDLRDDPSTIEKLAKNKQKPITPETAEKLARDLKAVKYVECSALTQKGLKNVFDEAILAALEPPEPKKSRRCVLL
ABCG2 block: human ABCG2 inhibition, ABCB1 as counter-screen | IgMXP3 cells, JC-1 efflux, flow cytometry | Q9UNQ0 | 190,000 tested, 0.1% active | inhibition, % at 6.6 µM;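 active means inhibition above 80%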;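 further: 0% = DMSO and 100% = nicardipine control wells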
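Read-out basis: Efflux inhibition in percent versus controls | Test system: ABCG2 IgMXP3 and barcoded ABCB1 CCRF-Adr cell mix | Quantity: 3 million cells/mL in well | Schedule: 10 min at 25 °C | Control set: Nicardipine as high control, DMSO as low control | Reagent: JC-1 as fluorescent efflux pump substrate | Signal: Flow cytometry of retained JC-1 fluorescence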
Rab2 wt GTP: changes GTP binding to wildtype dog Rab2A, up or down; GTP binding activity, % at 10 µM; GST-Rab2 wt beads, Bodipy-GTP binding, flow cytometry; 190,000 tested, 0.19% active;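 active means GTP binding activity at least 20 points away from 100%, either lowered or raised; inconclusive means signal likely due to the compound's own green fluorescence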;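 further: 0% = beads with excess unlabeled GTP and 100% = no-compound control corrected for plate trend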
Avidin fluor: compound fluoresces at 488/530 nm on avidin beads. compound fluorescence 488/530 nm, flow cytometry; stronger effect = higher value. fluorescence (KMESF) at 10 µM. 220,000 tested, 0.38% active. AID 1775; in the data active means fluorescence above about 47; further: inactives centre near 10
Rab7 wt modul: dog Rab7 wildtype GTP binding, inhibitors and activators; GST-Rab7 beads, fluorescent GTP binding, flow cytometry; actives lie on both sides; untreated = 100%, excess cold GTP = 0%; GTP binding activity (percent of control), % at 10 µM; 190,000 tested, 0.055% active;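 active means fluorescent GTP binding to Rab7 beads changed by at least 20 points from the 100% baseline, either direction, mostly lower; inconclusive means compound itself probably fluorescent, or too few beads counted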;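 further: median green fluorescence of bound Bodipy-FL-GTP per Rab7 bead population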
Pf gametocyte: P. falciparum stage V gametocyte viability inhibition; inhibition, % at 10.9 µM; AID 743093; 150,000 tested, 0.065% active; P. falciparum stage V gametocytes, ATP luminescence, 24 h;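 active means inhibition above the mean plus 3 SD of compounds within the control limits, set per campaign, cut at about 38% in these data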;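 further: 0% = DMSO wells and 100% = medium only without gametocytes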
Mcl1-Noxa inh: disrupts binding of human Mcl-1 to Noxa peptide; Q07820; TR-FRET Mcl-1/Noxa peptide binding, 2 h; inhibition, % at 21.7 µM; 220,000 tested, 1.5% active;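 active means compounds that cut the protein-peptide binding signal by more than 50% relative to plate controls in a single-dose test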;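 further: His-tagged Mcl-1 with rhodamine Noxa BH3 peptide and terbium anti-His antibody; 0% = Mcl-1 plus Noxa peptide wells and 100% = peptide-only wells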
Target sequence (Q07820 whole entry, looked up): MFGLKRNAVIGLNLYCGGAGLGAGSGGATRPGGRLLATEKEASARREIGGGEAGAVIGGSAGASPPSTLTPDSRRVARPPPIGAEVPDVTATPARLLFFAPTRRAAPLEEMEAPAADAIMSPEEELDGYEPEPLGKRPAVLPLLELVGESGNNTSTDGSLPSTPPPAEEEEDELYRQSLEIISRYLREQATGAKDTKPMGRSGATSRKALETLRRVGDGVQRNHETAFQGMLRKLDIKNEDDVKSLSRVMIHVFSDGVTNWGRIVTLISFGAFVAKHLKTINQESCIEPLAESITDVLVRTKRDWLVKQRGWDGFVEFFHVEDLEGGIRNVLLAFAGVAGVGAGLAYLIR
Rac1 wt GTP bind: alters GTP binding to wildtype human Rac1 | P63000 | GST-Rac1 beads, fluorescent GTP binding, flow cytometry; actives lie on both sides; 0 = cold GTP competed, 100 = untreated | GTP binding activity (% of control), % at 10 µM | 190,000 tested, 0.27% active | AID 757;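 active means GTP binding activity at least 20 points away from the 100% control level, either lower or higher; inconclusive means compound flagged as likely green fluorescent, judged across all proteins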
Rac1 act GTP bind: human Rac1 activated mutant GTP binding change; P63000; GST-Rac1 activated beads, fluorescent GTP binding, flow cytometry; actives lie on both sides; 100% means binding = to untreated wells; percent activity (GTP binding), % at 10 µM; 190,000 tested, 0.11% active; AID 764;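 active means GTP binding at least 20 percentage points away from the 100% baseline, in either direction, so actives lie on both sides; inconclusive means Compound likely fluorescent itself, or too few beads counted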
Numbers without * were called inactive; ? = inconclusive; nt = not tested or not shown.

SMILES	HRas wt GTP	ABCB1 inh	Cdc42 wt GTP	ABCG2 block	Rab2 wt GTP	Avidin fluor	Rab7 wt modul	Pf gametocyte	Mcl1-Noxa inh	Rac1 wt GTP bind	Rac1 act GTP bind
COc1cccc(C(c2nnnn2CC2CCCO2)N2CCN(C(=O)c3ccco3)CC2)c1OC (stereo unspecified)	101	0.3	94	4	103	9	111	-11	33	101	96
COc1ccc(N2C(=O)NC(NC(=O)c3ccncc3)(C(F)(F)F)C2=O)cc1 (stereo unspecified)	103	1.0	105	5	102	17	101	nt	-12	110	102
CCOC(=O)c1ccccc1NC(=O)CSc1nc2c(c(=O)n(C)c(=O)n2C)n1C	97	1.9	99	3	99	13	96	nt	3	97	96
Cn1nnnc1SCC(=O)Nc1ccc(Oc2ccc(Cl)cc2)cc1	101	0.9	101	42	102	15	98	4	0	105	97
Cc1ccnc(NC(=O)C23CC4CC(CC(C4)C2)C3)c1	102	0.3	99	9	101	14	102	10	-8	105	97
OCCN(Cc1ccccc1)Cc1ccc(C(F)(F)F)cc1	102	0.8	99	7	102	25	104	nt	29	102	99
CSc1ccccc1NC(=O)CN1CCN(Cc2ccccc2)CC1	95	1.4	96	1	96	10	98	nt	-4	97	93
Cn1c(=O)c2c(nc(SCCCC#N)n2Cc2c(F)cccc2Cl)n(C)c1=O	99	1.0	102	6	97	26	98	nt	-4	101	96
Cc1ccc(C(=O)CN2/C(=C(\O)c3ccccc3)C(=O)c3ccccc3S2(=O)=O)c(C)c1	98	-0.7	101	4	99	14	96	nt	-36	103	100
O=C(Nc1ccccc1)c1cccc(C(F)(F)F)c1	98	0.6	99	11	100	12	101	-9	24	100	97
CC(=O)c1c(C)[nH]c(C(=O)COc2ccc(C#N)cc2)c1C	99	1.0	97	8	98	10	98	nt	-1	98	97
O=c1[nH]cnc2nc3n(c12)CCCCC3	103	0.3	108	1	106	9	96	-25	-3	104	102
COc1ccc(CCn2ccc(O)c(Cc3c(F)cccc3Cl)c2=O)cc1OC	96	0.2	96	1	97	5	98	19	14	97	93
COc1cccc2c1OCC([C@@H]1C[C@H]3CN(Cc4cccc(Cl)c4)C(=O)[C@]34CCCN14)=C2	99	-0.2	98	-1	98	11	104	-30	-7	100	95
Cc1cccc(NC(=O)CSc2nnc(-c3ccc(S(=O)(=O)N4CCCC4)cc3)o2)c1	101	2.8	104	27	102	19	102	nt	3	104	95

The last three compounds of the part before come first, to join the parts:
SMILES	HRas wt GTP	ABCB1 inh	Cdc42 wt GTP	ABCG2 block	Rab2 wt GTP	Avidin fluor	Rab7 wt modul	Pf gametocyte	Mcl1-Noxa inh	Rac1 wt GTP bind	Rac1 act GTP bind
COc1ccc(CCn2ccc(O)c(Cc3c(F)cccc3Cl)c2=O)cc1OC	96	0.2	96	1	97	5	98	19	14	97	93
COc1cccc2c1OCC([C@@H]1C[C@H]3CN(Cc4cccc(Cl)c4)C(=O)[C@]34CCCN14)=C2	99	-0.2	98	-1	98	11	104	-30	-7	100	95
Cc1cccc(NC(=O)CSc2nnc(-c3ccc(S(=O)(=O)N4CCCC4)cc3)o2)c1	101	2.8	104	27	102	19	102	nt	3	104	95
CCCN1C2=NCCN2c2ccccc21	102	-0.5	100	-4	101	7	97	2	15	103	98
CCCn1c(-c2ccc(OC)cc2)nc2ccccc21	92	0.8	92	7	92	19	95	nt	-9	94	93
CCOC(=O)c1cnc2c(-c3ccccc3)cnn2c1N	?	0.6	?	8	?	9	?	nt	-10	?	?
CCOC(=O)CSc1nnc(-c2ccccc2)c(=O)[nH]1	100	-0.2	105	1	97	12	99	nt	5	107	97
Cc1ccc(C(=O)Nc2ccc(OCc3ccccc3)cc2)cc1[N+](=O)[O-]	103	-0.2	103	3	101	7	97	nt	-12	102	101
CS(=O)(=O)N(CC(=O)NCCSc1ccccn1)c1cccc2ccccc12	101	1.1	102	4	100	14	102	4	-1	101	101
CCN=c1scc(-c2ccco2)n1/N=C/c1ccc(OC)c(O)c1	97	0.4	100	12	98	8	100	nt	27	96	96
O=c1c2ccccc2nc(SCc2nnc(-c3ccccc3Br)o2)n1Cc1ccco1	97	1.4	96	7	95	7	96	nt	17	96	94
CCOC(=O)c1cccc(P(=O)(C(C)(C)C)C(C)(C)C)c1	95	0.0	99	0	97	12	95	-10	12	98	98
CCSc1oc(-c2cccs2)nc1S(=O)(=O)c1ccccc1	99	0.5	100	3	100	6	102	nt	19	101	97
CCc1ccc(Nc2nnc(SCC(=O)NC(=O)c3cccn3C)s2)cc1	95	-0.3	92	1	95	11	94	-8	31	95	96
CCN(CC)S(=O)(=O)c1cc(-c2nnc(-c3ccc(Br)cc3)o2)ccc1Cl	98	0.0	101	0	99	35	98	nt	11	99	99
CCn1c(SCC(=O)NCc2ccccc2)nnc1-c1c[nH]c2ccccc12	100	0.6	103	3	101	25	100	3	11	102	99
COc1ccc(OCCCC(=O)Nc2ncn[nH]2)cc1	99	1.8	97	8	100	9	105	nt	13	101	95
Cc1ccc(-c2nc3ccccn3c2Nc2ccccc2)o1	102	4.4	104	-1	101	11	100	1	9	107	101

The list goes on; it opens with the three that closed the last part.
SMILES	HRas wt GTP	ABCB1 inh	Cdc42 wt GTP	ABCG2 block	Rab2 wt GTP	Avidin fluor	Rab7 wt modul	Pf gametocyte	Mcl1-Noxa inh	Rac1 wt GTP bind	Rac1 act GTP bind
CCn1c(SCC(=O)NCc2ccccc2)nnc1-c1c[nH]c2ccccc12	100	0.6	103	3	101	25	100	3	11	102	99
COc1ccc(OCCCC(=O)Nc2ncn[nH]2)cc1	99	1.8	97	8	100	9	105	nt	13	101	95
Cc1ccc(-c2nc3ccccn3c2Nc2ccccc2)o1	102	4.4	104	-1	101	11	100	1	9	107	101
O=C(NCCN1CCOCC1)c1ccc2c(c1)N(Cc1ccccc1)C(=O)CS2	99	-0.1	99	0	98	7	98	1	9	99	99
O=C(CCn1cnc2ccccc2c1=O)Nc1ccc(S(=O)(=O)N2CCCC2)cc1	106	0.2	105	7	102	7	106	nt	-16	109	101
CC(C)C(=O)Nc1cccc(C(=O)NCc2ccc3c(c2)OCO3)c1	104	0.6	104	2	101	5	100	nt	3	106	101
CCn1c(O)c(/C=C2\C=Nc3ccccc32)sc1=Nc1ccc(C)cc1	97	0.6	95	5	102	17	105	2	2	96	100
CCOc1ccc2nc(NC(=O)CN3CCC(n4nnc5cc(F)ccc54)CC3)sc2c1	98	-4.0	99	-2	97	13	95	nt	-9	98	99
CN(CCC1CCCCO1)C(=O)CCc1nnc(CCCCc2ccccc2)o1 (stereo unspecified)	102	0.0	94	0	98	10	99	23	-6	101	96
O=C(Nc1ccc2nccnc2c1)c1ccco1	98	-0.5	102	0	96	8	103	-6	8	101	95
Cc1ccc(C(=O)CC2(O)C(=O)N(C)c3ccccc32)s1 (stereo unspecified)	100	0.3	98	1	99	19	105	14	2	97	96
CCNc1nc(Oc2ccc(C(=O)OC)cc2)nc(N(C)C)n1	103	0.7	105	22	102	22	103	nt	5	111	102
CC(C(=O)NCC1CCCO1)N(C(=O)c1snc(C(N)=O)c1N)c1ccccc1 (stereo unspecified)	103	0.1	104	1	99	6	102	nt	0	107	100
CSC1=NCCN1C(=O)Cc1ccc(-c2ccccc2)cc1	97	0.0	96	1	97	12	99	2	-10	97	95
Cc1cc(NC2CCCCC2)nc(-c2ccccc2O)n1	98	-0.1	100	48	100	17	101	nt	28	100	99
CCN(CC)c1ccc(CNCc2cccs2)cc1	?	-0.3	?	-3	?	8	?	2	35	?	?
CC(c1ccon1)N(C)C(=O)CCc1nnc(Cc2ccc(-c3ccccc3)cc2)o1 (stereo unspecified)	94	0.5	96	1	96	9	96	18	4	99	95
OCCNc1nc2ccccc2n1-c1ccccc1	104	0.2	105	3	103	10	102	nt	-15	103	99

Look-ups from the results shown.
Result of CC(C(=O)NCC1CCCO1)N(C(=O)c1snc(C(N)=O)c1N)c1ccccc1 (stereo unspecified) under Rac1 act GTP bind: 100
Result of Cc1ccc(C(=O)CC2(O)C(=O)N(C)c3ccccc32)s1 (stereo unspecified) under ABCB1 inh: 0.3

Record cards, as listed above. Values in the order: HRas wt GTP	ABCB1 inh	Cdc42 wt GTP	ABCG2 block	Rab2 wt GTP	Avidin fluor	Rab7 wt modul	Pf gametocyte	Mcl1-Noxa inh	Rac1 wt GTP bind	Rac1 act GTP bind
CCOc1ccc2nc(NC(=O)CN3CCC(n4nnc5cc(F)ccc54)CC3)sc2c1 across the screens: 98	-4.0	99	-2	97	13	95	nt	-9	98	99
CCN(CC)c1ccc(CNCc2cccs2)cc1 across the screens: ?	-0.3	?	-3	?	8	?	2	35	?	?
CN(CCC1CCCCO1)C(=O)CCc1nnc(CCCCc2ccccc2)o1 (stereo unspecified) across the screens: 102	0.0	94	0	98	10	99	23	-6	101	96
O=C(CCn1cnc2ccccc2c1=O)Nc1ccc(S(=O)(=O)N2CCCC2)cc1 across the screens: 106	0.2	105	7	102	7	106	nt	-16	109	101

(continued)
SMILES	HRas wt GTP	ABCB1 inh	Cdc42 wt GTP	ABCG2 block	Rab2 wt GTP	Avidin fluor	Rab7 wt modul	Pf gametocyte	Mcl1-Noxa inh	Rac1 wt GTP bind	Rac1 act GTP bind
Cc1c(C(=O)O)sc(=S)n1-c1ccc(Cl)cc1	102	-0.2	103	6	100	13	100	nt	8	103	101
O=C1CC(c2ccc(F)cc2)Cc2nc(N3CCOCC3)ncc21 (stereo unspecified)	98	0.0	101	1	98	32	95	2	4	102	100
O=C(CCc1nc2ccccc2[nH]c1=O)OCC(=O)c1ccc(Cl)cc1	93	0.5	97	3	98	19	94	19	6	101	92
COc1ccc(C(=O)CSc2nnnn2C)c(OC)c1	97	-0.9	96	22	98	9	99	-23	12	100	95
Cn1c2c(c(=O)n(C)c1=O)C(c1ccccc1OC(F)F)C1=C(CCCC1=O)N2 (stereo unspecified)	101	0.2	101	1	96	26	99	nt	17	102	97
Cc1ccc2nc(-c3ccc(NC(=S)NC(=O)CC(C)C)cc3)sc2c1	103	0.2	98	4	100	13	100	nt	2	104	98
COc1ccc(OC)c(-c2csc(NC(=O)c3ccc(OCC4CCCO4)cc3)n2)c1 (stereo unspecified)	101	-0.8	102	-10	101	22	101	5	-28	105	99
CN(C)c1nc2n(c(=S)n1)CCS2	99	0.6	105	8	97	14	100	nt	16	107	102
CC(=O)c1cnc(SCC(=O)O)nc1C	98	0.0	99	-1	100	12	96	-3	0	97	95
CCOC(=O)CSc1nnnn1-c1cccc2ccccc12	97	0.3	99	3	96	24	100	nt	1	97	95
CC(C)CNC(=S)NNC(=O)c1ccccc1OC(F)F	98	0.9	100	3	99	14	95	nt	9	96	96
